PfHsp90 set2 – growth inhibition of PfHsp90-expressing yeast, primary screen, antimalarial PfHsp90 inhibitor project, S. cerevisiae, BacTiter-Glo luminescence, single point, set 2; BacTiter-Glo ATP, 48 h; yeast lacking PDR1 and PDR3 efflux regulators; inhibition, % at 9.4 µM; 310,000 compounds, 0.32% hits; AID 504621, 2011;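 active = every replicate shows inhibition above about 80%, whatever the replicate mean, limit read from the data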;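 note: 0% = DMSO neutral controls and 100% = 20 µM radicicol positive controls; yeast relying on Plasmodium falciparum Hsp90 in place of its own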
cardiac RTF act – cardiac RTF calcium sensitivity activators, primary screen, biochemical, IANBD-TnC fluorescence, EC20 calcium | activation, % at 7.2 µM | IANBD-labeled TnC RTF fluorescence at EC20 calcium; 0% EC20 calcium, 100% full calcium | Troponin I, cardiac muscle (Homo sapiens) + Troponin T, cardiac muscle (Homo sapiens) + … | 340,000 compounds, 0.24% hits | AID 493008, 2010;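 active = activation above the mean over all tested compounds plus 3 SD, cut at about 30% in these data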;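 note: rise in fluorescence read as greater calcium sensitivity of cardiac thin filaments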
PvdQ acylase – P. aeruginosa PvdQ acylase inhibitors, primary screen, biochemical, fluorescence, plate reader and imaging, single point | inhibition, % at 10 µM | PvdQ acylase [Pseudomonas aeruginosa LESB58] | 340,000 compounds, 0.063% hits | purified PvdQ acylase; in the data active = inhibition above about 30%, passing the limit was not always enough;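 note: 0% = vehicle neutral wells and 100% = reference inhibitor wells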
Keap1-Nrf2 PPI – Keap1-Nrf2 protein-protein interaction inhibitors, primary screen, biochemical, fluorescence polarization, single point; Kelch-like ECH-associated protein 1 (Homo sapiens), Q14145; Keap1 Kelch-Nrf2 peptide fluorescence polarization, 1536-well; inhibition, % at 9.4 µM; 340,000 compounds, 0.15% hits; AID 504523, 2011; in the data active = inhibition above about 12%;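 note: human Keap1 Kelch domain with fluorescein labeled Nrf2 9mer peptide probe; 0% = neutral control wells and 100% = peptide positive control; higher means more block of Keap1 binding to Nrf2 peptide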
C-LANA FP – inhibitors of KSHV C-LANA binding to DNA, primary screen, biochemical, fluorescence polarization, FAM-LBS DNA, MBP-C-LANA, single point | inhibition, % at 9 µM | 340,000 compounds, 0.078% hits;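 active = highest replicate inhibition at or above 60% at 9 µM, even if other replicates fall short; inactive = all replicates below 60% inhibition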;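 note: 0% = neutral control wells and 100% = 4 µM acridine orange control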
dFosB activator – activators of delta FosB homodimer, primary screen, biochemical, fluorescence polarization, TAMRA-CDK5 oligo, single point. purified delta FosB; percent of positive-control signal above neutral wells. activation, % at 25 µM. 340,000 compounds, 0.99% hits. AID 493131, 2011;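 active = mean activation above about 17%, with every replicate also reaching it, limit read from the data, passing the limit was not always enough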;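 note: fluorescence polarization rise as delta FosB binds a TAMRA Cdk5 AP-1 oligo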
CDK5 p35 inh – inhibitors of human CDK5/p35 kinase, primary screen, biochemical, single concentration; AID 488839, 2010; Recombinant CDK5/p35, ADP-Glo luminescence, 60 min; inhibition, % at 10 µM; 330,000 compounds, 0.01% hits;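 active = highest replicate inhibition of at least 50% and at least 75% of replicates reaching 50%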;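 note: plate controls were DMSO neutral control for no effect and GW8510 at 10 µM for full effect; many of its hits are not listed in these tables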
Mot1-301 SUMO – yeast Mot1-301 growth rescue at high temperature, primary screen, SUMOylation pathway inhibitor project, S. cerevisiae, ATP luminescence, 38.5C. S. cerevisiae Mot1-301 growth rescue; percent above DMSO median, 100 means doubled. 320,000 compounds, 1% hits. growth rescue, % at 18.8 µM;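 active = every valid replicate shows activation above 250% relative to neutral control wells; inactive = the rest, any valid replicate at or below 250%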;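 note: OY570 slx delta 5 strain wells were the positive control but not used for scaling; some compounds called inactive have numbers as strong as hits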
NSD2 inh – NSD2 histone methyltransferase inhibitors, primary screen, biochemical, AlphaScreen, single concentration, set 2 | Histone-lysine N-methyltransferase NSD2 (Homo sapiens), O96028 | NSD2 peptide methylation, 120 min | inhibition, % at 12.5 µM | 310,000 compounds, 0.54% hits | AID 743445, 2014; in the data active = inhibition above about 50%
Rtt109 HAT inh – inhibitors of C. albicans Rtt109/Vps75 HAT, primary screen, biochemical, ThioGlo CoA-SH fluorescence, plate reader; purified Rtt109/Vps75, 4 h; 330,000 compounds, 0.16% hits; inhibition, % at 34.9 µM; AID 540336, 2011;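 active = inhibition of at least 50% in every replicate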
Cardiac RTF inh – cardiac RTF calcium sensitivity inhibitors, primary screen, biochemical, IANBD-TnC fluorescence, EC70 calcium; Troponin I, cardiac muscle (Homo sapiens) + Troponin T, cardiac muscle (Homo sapiens) + …; IANBD-labeled cardiac RTF, Ca2+ fluorescence; inhibition, % at 7.15 µM; 340,000 compounds, 0.12% hits;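 active = inhibition above the mean inhibition of all tested compounds plus 3 SD, cut at about 17% in these data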;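 note: assay run at fixed EC70 calcium of 1.6 mM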
* hit, by the source's call; nt = not tested or not shown.

SMILES | PfHsp90 set2 | cardiac RTF act | PvdQ acylase | Keap1-Nrf2 PPI | C-LANA FP | dFosB activator | CDK5 p35 inh | Mot1-301 SUMO | NSD2 inh | Rtt109 HAT inh | Cardiac RTF inh
Cc1ccc(CNC(=O)c2cc(-c3ccccc3)n(Cc3cc(C)no3)n2)cc1 | -10 | 6 | -15 | -6 | 2.9 | -5 | 0.5 | 21 | nt | -2 | -2
COC(=O)C(CO)Nc1ncnc2onc(-c3ccc(F)cc3)c12 (configuration not stated) | 14 | 1 | -6 | 1 | 1.4 | -10 | -0.1 | 120 | -3 | 5 | -9
CN1CCN(C(=O)c2ccc(F)c(F)c2)CC1 | -4 | -5 | -1 | 5 | 4.0 | -1 | 0.4 | 16 | -2 | 3 | -5
CC(=O)Nc1cccc(NC(=O)c2cc(-c3cccnc3)nc3ccc(Br)cc23)c1 | 3 | -1 | -1 | -2 | 1.3 | -17 | -0.8 | -4 | 6 | 11 | 0
O=C(O)/C=C/C(=O)NNc1ncnc2ccccc12 | -3 | -1 | 8 | 4 | -1.0 | 3 | -0.3 | -7 | -2 | 15 | -6
Cc1cc(C(F)(F)F)c(C#N)c(Sc2ccccc2)n1 | -17 | 3 | -9 | -1 | -0.2 | 0 | 0.6 | -5 | -2 | -8 | -3
CCCN(CC(=O)Nc1ccccc1C)C(=O)C1CC(=O)N(c2ccc(C)cc2)C1 (configuration not stated) | -48 | 0 | -11 | 1 | 1.1 | -2 | -1.8 | nt | 3 | -3 | -4
CCCCNC(=O)c1cn(C)c2ccc(S(=O)(=O)N3CCCC3)cc2c1=O | 12 | -6 | -2 | -3 | 0.0 | -13 | -0.6 | -4 | 1 | 1 | 1
CCCCN(C)C(=O)c1nc2ccccn2c1CN(C)Cc1csc(C)n1 | 2 | 2 | -2 | 2 | 1.6 | -4 | 0.1 | -6 | -1 | nt | 12
CN(Cc1ccccc1)C(=O)C1CCN(S(=O)(=O)c2ccc(-n3cnnn3)cc2)CC1 | 3 | -8 | -3 | 2 | -0.7 | -18 | -3.3 | -5 | 2 | -4 | -11
CC(c1ccco1)N(C(=O)c1ccc(F)cc1)c1ccccn1 (configuration not stated) | 7 | -1 | -14 | 1 | -0.3 | -7 | 1.6 | -10 | 3 | -15 | -5
COc1ccccc1/C(C)=N/NC(=S)NCc1ccccc1 | -1 | 3 | -10 | -3 | -1.2 | -2 | -0.2 | 151 | 0 | -10 | -6
COc1ccc(/C=N/NC2=NCCCCC2)c(OC)c1 | -10 | -1 | -11 | -1 | -3.0 | -1 | -0.5 | -9 | -3 | -14 | 0
Cc1cc(NC(=O)CSc2nnc3ccccn23)no1 | 5 | -1 | -16 | -5 | -0.9 | 4 | -2.5 | 11 | 2 | -3 | 1
COc1ccc(N2CCN(C(=O)c3c(Cl)cnn3C)CC2)cc1 | -2 | -3 | 1 | 0 | 1.9 | -5 | -1.9 | -2 | 2 | -3 | -1
O=C(COc1ccccc1)N1CCc2ccccc21 | 3 | 2 | 2 | 1 | 0.8 | 0 | 0.0 | 8 | -1 | nt | 4
O=C(CN1C(=O)c2ccccc2S1(=O)=O)c1ccc(OC(F)F)cc1 | 7 | -4 | 0 | 0 | -1.2 | -4 | 0.5 | -7 | 0 | -1 | 0
O=C(NS(=O)(=O)Oc1ccccc1F)OC[C@@H]1CCCN2CCCCC12 (some centres not stated) | -2 | 2 | 11 | -1 | 0.6 | -3 | 10 | -4 | -5 | 8 | 1
O=C(N/N=C\c1cn[nH]c1-c1ccccc1)c1ccc([N+](=O)[O-])cc1 | 23 | 5 | -9 | 3 | 3.1 | -11 | 0.5 | 2 | 3 | 2 | -9
COc1ccc(OCCn2cnc(Cl)c2Cl)cc1 | -4 | 1 | 8 | 0 | -2.5 | -2 | 3.4 | nt | -3 | -2 | 8
COc1cc(C(c2sc3nc(C)nn3c2O)N2CCOCC2)cc(OC)c1OC (configuration not stated) | 4 | -3 | -4 | 1 | 0.5 | 4 | -0.5 | -3 | nt | 3 | 0
Cc1c(NC(=O)C(C)OC(=O)c2ccccc2O)c(=O)n(-c2ccccc2)n1C (configuration not stated) | 4 | -3 | -4 | 1 | 0.9 | 1 | 1.8 | 12 | 9 | 2 | -1
COc1ccc(Cc2nnc(SCC(=O)Nc3ccc(C)cc3)n(N)c2=O)cc1 | -2 | -11 | -18 | -1 | 0.5 | -5 | 0.7 | -10 | 0 | 6 | -7
Cc1nn(Cc2nc(-c3cccs3)no2)c(C)c1Br | 0 | -1 | -2 | 4 | -0.6 | -10 | -0.3 | 85 | nt | 5 | -5
COc1cc(NS(=O)(=O)c2ccc(C)cc2)ccc1-n1cnnn1 | 8 | -5 | -12 | -4 | 0.9 | 1 | -4.9 | -17 | -2 | -3 | -10
CCOC(=O)c1ccc(NC(=O)C(=O)NCc2ccccn2)cc1 | 9 | -5 | -4 | -1 | 1.9 | -7 | -0.6 | 12 | 18 | -1 | 1
Cc1cccc(NC(=O)CSc2n[nH]c(-c3ccncc3)n2)c1 | 35 | 9 | 3 | -9 | 0.1 | -5 | 1.3 | 503 | 1 | 1 | 1
CC(C)C(C(=O)OCC(=O)c1ccc2c(c1)NC(=O)CO2)N1C(=O)c2ccccc2C1=O (configuration not stated) | nt | 13 | 8 | -4 | -0.6 | 23* | 0.8 | -15 | nt | 2 | -14
CCN(CC)C(=O)c1cc(S(=O)(=O)N2CCCCC2)c[nH]1 | 21 | 7 | 2 | -6 | 0.3 | 0 | 0.7 | -8 | nt | 1 | -8
O=C(CNC(=O)c1ccc(Oc2ccccc2)cc1)OC1CCCCC1=O (configuration not stated) | -6 | 14 | -14 | -1 | -10 | -10 | 2.2 | 8 | -1 | -14 | -7
CN(C)CCCOC(=O)CCc1ccccc1 | 11 | -6 | -8 | -3 | 1.4 | -5 | 0.9 | 336 | 2 | 2 | -6
CC(=O)Nc1n[nH]c(=S)s1 | 0 | -3 | 1 | 5 | -2.4 | -2 | -3.7 | nt | 0 | 16 | -5
C=CCOc1ccc2ccccc2c1CNc1ncn[nH]1 | nt | -5 | -10 | 0 | -0.2 | -9 | -0.9 | -7 | -3 | -7 | -9
COc1cc(OC)c(C(=O)NCC(c2cccs2)N(C)C)cc1OC (configuration not stated) | nt | 2 | -4 | 0 | 0.1 | -5 | -0.2 | -5 | nt | -6 | 4
O=C(COc1ccccc1)NS(=O)(=O)c1ccc(Cl)cc1 | -2 | -6 | -6 | 1 | -2.7 | 1 | 1.2 | 29 | -4 | -4 | -2
CCCCOc1cccc(C(=O)NC(=S)Nc2cccc(C(F)(F)F)c2)c1 | -31 | 4 | 0 | -1 | 0.2 | -3 | -0.9 | 24 | -1 | 0 | -9

Compound profiles, from the list above. Order of screens: PfHsp90 set2, cardiac RTF act, PvdQ acylase, Keap1-Nrf2 PPI, C-LANA FP, dFosB activator, CDK5 p35 inh, Mot1-301 SUMO, NSD2 inh, Rtt109 HAT inh, Cardiac RTF inh
O=C(CN1C(=O)c2ccccc2S1(=O)=O)c1ccc(OC(F)F)cc1 in the list: 7, -4, 0, 0, -1.2, -4, 0.5, -7, 0, -1, 0
CCCCNC(=O)c1cn(C)c2ccc(S(=O)(=O)N3CCCC3)cc2c1=O in the list: 12, -6, -2, -3, 0.0, -13, -0.6, -4, 1, 1, 1
O=C(CNC(=O)c1ccc(Oc2ccccc2)cc1)OC1CCCCC1=O (configuration not stated) in the list: -6, 14, -14, -1, -10, -10, 2.2, 8, -1, -14, -7

Carrying on:
SMILES | PfHsp90 set2 | cardiac RTF act | PvdQ acylase | Keap1-Nrf2 PPI | C-LANA FP | dFosB activator | CDK5 p35 inh | Mot1-301 SUMO | NSD2 inh | Rtt109 HAT inh | Cardiac RTF inh
O=C(O)c1ccc(NC2=C/C(=N/S(=O)(=O)c3ccccc3)c3ccccc3C2=O)cc1 | -30 | -3 | -6 | 1 | 2.3 | -1 | 11 | nt | nt | 23 | -1
Cc1ccccc1C(=O)N1CCC(C(=O)Nc2sccc2C(N)=O)CC1 | -11 | 3 | -11 | -4 | -1.8 | -7 | 0.8 | 3 | 1 | 1 | 3
CCOC(=O)c1c(NC(NC(C)=O)C(Cl)(Cl)Cl)sc2c1CCCC2 (configuration not stated) | -38 | 6 | -10 | -3 | 0.2 | -20 | -0.2 | -6 | -1 | -3 | -29
CCc1ccc2[nH]c(=O)c(CN(Cc3ccc(F)cc3)C(c3nnnn3CCN3CCOCC3)C(C)C)cc2c1 (configuration not stated) | nt | -2 | -7 | -5 | 0.7 | -12 | 0.3 | -8 | nt | nt | -3
CC(C)CNC(=O)CSc1n[nH]c(=O)n1CCc1ccccc1 | 4 | 5 | -13 | -5 | 3.1 | -3 | -1.6 | -12 | 1 | -3 | -3
COC(=O)c1c(NC(=O)c2ccccc2F)sc2c1C(C(=O)OC)CC2 (configuration not stated) | -7 | -1 | -10 | 3 | 0.3 | -9 | 1.1 | 17 | -4 | 0 | -13
Cc1ccc(C(=O)N/N=C\c2ccc(-c3ccc([N+](=O)[O-])cc3)o2)cn1 | 15 | 11 | -11 | 0 | 5.0 | -2 | 0.5 | -5 | -6 | -4 | -8
Cc1c(Cl)cccc1NC(=S)NCc1ccc2c(c1)OCO2 | 8 | 1 | -8 | -1 | -1.0 | -6 | -0.5 | 37 | 3 | 7 | 7
O=c1c(N2CCCCC2)coc2ccccc12 | 2 | -2 | -14 | -1 | -1.1 | 8 | 1.5 | -8 | -1 | -3 | -8
Cc1cc(SCC(=O)NC2CCCCC2)nc2ccccc12 | -23 | -7 | -12 | -3 | -0.5 | -14 | 1.2 | 187 | -6 | -2 | -7
O=C(NCC1CCCO1)c1ccc(CS(=O)(=O)c2ccc(Cl)cc2)o1 (configuration not stated) | 0 | 0 | -13 | -4 | 1.7 | -9 | -0.6 | 1 | -1 | -12 | -20
CCOc1ccccc1C1CC(=O)Nc2cc3c(cc21)OCCO3 (configuration not stated) | -9 | -7 | -1 | 1 | -1.8 | -5 | 0.5 | -16 | 1 | 18 | -1
Fc1ccc(Cn2nnnc2C(c2cccs2)N2CCN(C3CCCCC3)CC2)cc1 (configuration not stated) | 1 | -3 | -8 | -6 | 0.2 | -1 | -0.8 | -4 | -1 | 0 | 4
CCCCCCOc1ccc(/C=c2\s/c(=C(/C#N)C(=O)NCc3ccco3)n(-c3ccccc3)c2=O)cc1 | 0 | -7 | -13 | -2 | -0.3 | -8 | -1.3 | -6 | 1 | -11 | -6

Compound activity deposited in PubChem by several laboratories.
